Screens (PubChem BioAssay)
PAFAH2 inh – PAFAH2 (human) inhibition; recombinant PAFAH2, FP-rhodamine activity probe, fluorescence polarization; inhibition, % at 3.39 µM; 340,000 tested, 0.99% active; AID 492956;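 active = inhibition above the mean over all tested compounds plus 3 SD, cut at about 30% in these data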;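 also: inhibitors block probe labeling of enzyme so polarization drops; 0% = enzyme with DMSO and 100% = wells lacking PAFAH2 protein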
LYPLA2 inh – LYPLA2 (human) inhibition in PME1 counter-screen; recombinant LYPLA2, FP-Rh probe fluorescence polarization; inhibition, % at 5.9 µM; 320,000 tested, 0.38% active; AID 2177; O95372;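 active = inhibition above the screen-wide mean plus 3 SD, limit set per campaign, cut at about 26% in these data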;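 also: 0% = LYPLA2 with DMSO and 100% = wells lacking LYPLA2 enzyme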
Target sequence (O95372 whole entry, looked up): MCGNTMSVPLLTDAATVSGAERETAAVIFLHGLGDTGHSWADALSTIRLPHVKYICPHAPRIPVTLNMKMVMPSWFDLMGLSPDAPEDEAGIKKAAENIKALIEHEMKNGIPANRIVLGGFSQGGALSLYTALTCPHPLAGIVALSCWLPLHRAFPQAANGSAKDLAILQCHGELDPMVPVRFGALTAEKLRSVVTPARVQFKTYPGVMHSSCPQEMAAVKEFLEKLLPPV
pPAFAH inh – pPAFAH (human) enzyme inhibition; Q13093; inhibition, % at 3.39 µM; AID 463082; 330,000 tested, 1.5% active; recombinant pPAFAH, FP-rhodamine probe fluorescence polarization;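 active = inhibition above the mean inhibition across the screen plus 3 SD, cut at about 25% in these data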;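 also: inhibitors block binding of the rhodamine activity-based probe so polarization drops; 0% = enzyme with DMSO and 100% = wells lacking pPAFAH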
PREPL inhibitor – inhibitors of human prolyl oligopeptidase-like enzyme PREPL; Q4J6C6; recombinant PREPL, fluorescence polarization activity-based probe; 320,000 tested, 0.68% active; inhibition, % at 5.96 µM; in the data active = inhibition above about 43%;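 also: 0% = enzyme with DMSO and 100% = wells lacking enzyme; many of its hits are not listed in these tables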
PAFAH1B2 inh – inhibitors of human PAFAH1B2; 340,000 tested, 1.2% active; inhibition, % at 3.39 µM; recombinant PAFAH1B2, FP-rhodamine activity probe, fluorescence polarization; P68402; AID 492953;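 active = inhibition above the mean of all tested compounds plus 3 SD, cut at about 24% in these data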;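 also: 0% = enzyme with DMSO and 100% = wells lacking PAFAH1B2; many of its hits are not listed in these tables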
Target sequence (P68402 whole entry, looked up): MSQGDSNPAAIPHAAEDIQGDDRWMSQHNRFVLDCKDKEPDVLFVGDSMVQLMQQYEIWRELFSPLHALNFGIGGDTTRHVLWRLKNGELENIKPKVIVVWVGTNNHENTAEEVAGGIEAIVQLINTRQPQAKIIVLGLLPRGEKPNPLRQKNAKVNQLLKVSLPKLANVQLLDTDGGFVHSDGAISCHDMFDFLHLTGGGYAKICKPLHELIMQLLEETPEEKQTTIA
ZTA DNA inh – blocks Epstein-Barr virus ZTA, an EBNA-1 counter-screen | ZTA-DNA binding, fluorescence polarization | P03206 | AID 2234 | inhibition, % at 11 µM | 320,000 tested, 0.15% active; in the data active = inhibition above about 33%
Target sequence (P03206 whole entry, looked up): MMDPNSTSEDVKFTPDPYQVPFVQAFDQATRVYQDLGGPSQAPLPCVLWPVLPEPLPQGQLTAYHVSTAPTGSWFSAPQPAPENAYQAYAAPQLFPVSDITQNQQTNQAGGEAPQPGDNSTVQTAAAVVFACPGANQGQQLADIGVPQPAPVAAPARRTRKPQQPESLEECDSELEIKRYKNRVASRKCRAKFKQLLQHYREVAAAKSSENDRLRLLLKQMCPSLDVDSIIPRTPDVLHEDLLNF
LYPLA1 inh – blocks human lysophospholipase 1, a PME1 counter-screen; recombinant LYPLA1, FP-Rh probe fluorescence polarization; inhibition, % at 5.9 µM; 320,000 tested, 0.16% active;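 active = inhibition above the mean of all tested compounds plus 3 SD, set per campaign, cut at about 14% in these data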;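 also: inhibitors block serine hydrolase probe labeling of LYPLA1 so polarization falls; 0% = enzyme with DMSO and 100% = wells lacking LYPLA1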
Target sequence (O75608 whole entry, looked up): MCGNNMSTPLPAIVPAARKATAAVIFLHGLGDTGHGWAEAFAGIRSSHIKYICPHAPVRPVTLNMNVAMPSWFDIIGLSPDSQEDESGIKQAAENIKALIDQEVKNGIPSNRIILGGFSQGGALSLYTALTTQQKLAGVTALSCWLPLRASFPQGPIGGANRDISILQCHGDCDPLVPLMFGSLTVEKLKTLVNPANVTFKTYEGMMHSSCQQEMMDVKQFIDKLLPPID
EBNA-1 inh – blocks EBNA-1 binding to DNA | EBNA-1 DNA binding, fluorescence polarization | 300,000 tested, 0.34% active | AID 1950 | inhibition, % at 14.8 µM; in the data active = inhibition above about 28%
PAFAH1B3 inh – PAFAH1B3 (human) inhibition; Q15102; recombinant PAFAH1B3, FP-rhodamine probe, fluorescence polarization; inhibition, % at 3.39 µM; 340,000 tested, 0.28% active; AID 492972;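 active = inhibition above the screen-wide average of all tested compounds plus 3 SD, cut at about 25% in these data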;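 also: 0% = enzyme with DMSO only and 100% = wells lacking PAFAH1B3 protein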
* hit, by the source's call; · = no result given. These rows are one share of the data; rates above refer to the full screens.

SMILES,PAFAH2 inh,LYPLA2 inh,pPAFAH inh,PREPL inhibitor,PAFAH1B2 inh,ZTA DNA inh,LYPLA1 inh,EBNA-1 inh,PAFAH1B3 inh
Cc1cc(C)cc(OCC(=O)Nc2ccc(CN3CCCCC3)cc2)c1,-1.9,7.1,8.4,-4.5,0.3,13.2,-0.7,18.9,-0.4
Cc1cc2c(cc1S(=O)(=O)Nc1ccc(F)cc1)n(C)c(=O)c(=O)n2C,-3.8,-2.0,5.7,-9.7,-1.7,13.4,0.1,-8.4,21.4
CCc1n(CC(O)COCc2ccccc2)c2ccccc2[n+]1C (centres undefined),5.2,0.5,11.4,19.3,4.3,-10.3,0.9,-0.2,10.1
Nc1c(Cl)ncnc1N1CCCC1,-0.2,-5.5,1.7,-8.7,1.3,-6.0,0.7,3.5,2.1
COc1cccc(OC)c1C(=O)n1nc(C)cc1C,-0.9,5.8,-6.7,-17.4,-1.7,-8.2,3.3,-15.3,2.6
CC1CCCN(c2ccc(F)cc2N)C1 (centres undefined),2.9,2.5,-1.0,31.8,4.0,-7.0,-2.5,4.8,-2.1
Cc1ccc(-c2nn(-c3ccccn3)c(=O)c3ccccc23)cc1,-5.1,-6.8,-1.4,17.1,-0.4,3.4,-0.7,-12.7,7.8
COC(=O)CSC1=C(C#N)C(c2ccc(F)cc2)CC(=O)N1 (centres undefined),9.1,3.1,3.5,-1.6,2.1,-3.4,1.1,-11.2,5.7
O=C(NCCc1c[nH]c2ccccc12)c1cnccn1,3.6,2.5,3.1,-3.6,3.7,-12.7,3.1,-13.1,3.8
COc1cc(C2C(C(C)=O)=C(O)C(=O)N2CCc2c[nH]c3ccccc23)ccc1O (centres undefined),6.8,-1.7,6.9,21.0,7.0,14.8,-0.1,3.1,-1.2
CCOC(=O)C1(Cc2cccc(F)c2)CCN(Cc2nc(CC)[nH]c2C)CC1,-3.2,-7.4,-2.9,27.7,1.4,8.0,-1.8,-12.2,-3.8
Fc1ccc(Cl)cc1/C=N/n1cnnc1SCc1ccccc1,-1.3,-1.6,0.8,-8.2,2.3,0.0,-8.3,0.5,3.7
COc1ccc(NS(=O)(=O)c2cccc(C(=O)NNC(=O)CNC(=O)c3cccc(C)c3)c2)cc1,-5.7,-2.7,34.2*,1.6,-0.2,8.8,0.0,-1.2,6.9
CCCCC(c1nnnn1CC1CCCO1)N1CCN(c2ccccc2)CC1 (centres undefined),3.8,-1.4,-5.4,2.3,-4.4,-9.3,0.4,-2.8,4.7
O=S(=O)(c1ccc(Br)cc1)c1cnc2ccccc2n1,1.1,-4.8,4.0,1.6,4.2,-7.4,-0.8,0.0,3.4
CC(C)(C)c1cc(NC(=O)c2c(F)cccc2Cl)n(-c2ccccc2)n1,7.6,-6.3,4.2,0.8,3.4,15.6,-1.6,9.7,10.2
O=C1c2oc3ccc(Br)cc3c(=O)c2C(c2cccc(F)c2)N1CCO (centres undefined),-0.8,-0.9,3.2,-0.4,2.2,-1.6,-1.5,-7.1,4.1
CC1CCCCN1C(=O)Cn1cc(C=O)c2ccccc21 (centres undefined),7.1,3.1,1.8,1.9,-5.3,3.8,1.8,0.3,14.8
CCOC(=O)c1c(/N=C/c2cccc(C)c2O)sc2c1CCN(C)C2,-3.8,-0.3,6.3,-8.8,-2.4,-1.8,-1.4,9.8,1.2
CCC1=Nc2cc(C(=O)NCCN3CCCC3)ccc2Sc2ccc(C)cc21,-6.0,-1.7,-1.8,-16.5,0.1,-11.2,-3.7,6.9,4.9
COCCn1c(C)cc(C(=O)COC(=O)c2c(C)nn(Cc3ccccc3)c2C)c1C,-1.2,0.9,3.6,-8.6,4.4,18.1,-3.5,4.7,-5.8
COc1ccc(N(C)S(=O)(=O)c2cccc(C(=O)Nc3nc4ccccc4[nH]3)c2)cc1,1.5,-15.2,-2.6,-22.9,2.8,10.1,-9.8,-5.3,2.5
CCCCN1C(=O)C(=O)c2cc(Cl)ccc21,5.3,·,6.0,40.4,6.8,·,·,·,8.4
CC1=N/C(=C\c2ccc([N+](=O)[O-])cc2)C(=O)N1c1ccc(Br)c(C)c1,-8.1,-6.6,3.9,11.8,-6.1,2.1,-7.4,-0.6,2.0
COc1cc(C(=O)NCC(c2cccs2)N(C)C)cc(Cl)c1OC(C)C (centres undefined),1.9,5.4,1.6,3.5,-0.2,-12.8,-1.7,-3.7,10.9

Already shown: entries from further up.
SMILES,PAFAH2 inh,LYPLA2 inh,pPAFAH inh,PREPL inhibitor,PAFAH1B2 inh,ZTA DNA inh,LYPLA1 inh,EBNA-1 inh,PAFAH1B3 inh
Nc1c(Cl)ncnc1N1CCCC1,-0.2,-5.5,1.7,-8.7,1.3,-6.0,0.7,3.5,2.1
COc1cccc(OC)c1C(=O)n1nc(C)cc1C,-0.9,5.8,-6.7,-17.4,-1.7,-8.2,3.3,-15.3,2.6
CC1CCCN(c2ccc(F)cc2N)C1 (centres undefined),2.9,2.5,-1.0,31.8,4.0,-7.0,-2.5,4.8,-2.1
Cc1ccc(-c2nn(-c3ccccn3)c(=O)c3ccccc23)cc1,-5.1,-6.8,-1.4,17.1,-0.4,3.4,-0.7,-12.7,7.8
COC(=O)CSC1=C(C#N)C(c2ccc(F)cc2)CC(=O)N1 (centres undefined),9.1,3.1,3.5,-1.6,2.1,-3.4,1.1,-11.2,5.7
O=C(NCCc1c[nH]c2ccccc12)c1cnccn1,3.6,2.5,3.1,-3.6,3.7,-12.7,3.1,-13.1,3.8
COc1cc(C2C(C(C)=O)=C(O)C(=O)N2CCc2c[nH]c3ccccc23)ccc1O (centres undefined),6.8,-1.7,6.9,21.0,7.0,14.8,-0.1,3.1,-1.2
CCOC(=O)C1(Cc2cccc(F)c2)CCN(Cc2nc(CC)[nH]c2C)CC1,-3.2,-7.4,-2.9,27.7,1.4,8.0,-1.8,-12.2,-3.8
Fc1ccc(Cl)cc1/C=N/n1cnnc1SCc1ccccc1,-1.3,-1.6,0.8,-8.2,2.3,0.0,-8.3,0.5,3.7
COc1ccc(NS(=O)(=O)c2cccc(C(=O)NNC(=O)CNC(=O)c3cccc(C)c3)c2)cc1,-5.7,-2.7,34.2*,1.6,-0.2,8.8,0.0,-1.2,6.9

The results go on.
SMILES,PAFAH2 inh,LYPLA2 inh,pPAFAH inh,PREPL inhibitor,PAFAH1B2 inh,ZTA DNA inh,LYPLA1 inh,EBNA-1 inh,PAFAH1B3 inh
S=C(Nc1ccc(Nc2ccccc2)cc1)Nc1ccccn1,6.2,8.2,7.2,27.1,3.4,-7.6,-3.6,-1.6,11.9
O=c1[nH]c2c(c3c1CCCC3)CCCC2,4.4,3.3,5.7,10.1,5.7,-10.1,-1.0,-0.7,4.9
CCCCN(C)C(=O)c1nc2ccccn2c1CN(C)Cc1csc(C)n1,-2.2,4.2,2.8,0.9,2.0,0.6,5.0,1.5,-6.0
CCOc1ccc(S(=O)(=O)Nc2cccc(C(=O)NCC(c3ccco3)N3CCCC3)c2)cc1 (centres undefined),1.9,-3.2,1.4,1.2,5.3,-5.3,-5.0,·,8.9
O=C(COc1c(Br)cc(Br)c2cccnc12)Nc1ccccc1F,3.7,-0.5,30.3*,9.6,2.3,8.0,-4.3,7.8,10.8
CC(C)(C)C(CO)NC(=O)c1ccc[nH]1 (centres undefined),-5.5,3.3,-1.6,3.3,-3.1,-2.8,5.4,·,7.3
Clc1ccccc1Sc1cnc2ccccc2n1,3.5,4.9,4.9,11.2,3.6,8.5,-1.2,-17.5,11.2
O=S(=O)(Nc1ccc(O)c2ccccc12)c1cccs1,9.9,0.9,20.5,11.9,12.9,10.4,-0.6,-2.5,6.0
COc1cc(NC(=S)N(C)CCC#N)c(OC)cc1Cl,5.3,-0.3,4.0,-8.1,-2.8,13.6,-0.2,-2.0,7.9
CC(C)(C)c1ccccc1OCC(=O)Nc1ccccc1C(=O)NCc1cccnc1,13.4,-8.7,1.2,7.3,4.0,-22.8,-2.0,-16.7,13.0
CCOC(=O)c1c(C)[nH]c(C(=O)C(C)OC(=O)c2cccc(OCc3c(C)noc3C)c2)c1C (centres undefined),-2.5,-22.6,-3.8,-14.0,-0.5,-7.5,-14.2,-6.4,1.1
Cc1cc(N2CC(C)OC(C)C2)nc2ccccc12 (centres undefined),8.0,-5.0,4.3,-0.3,7.8,1.9,0.1,-11.4,7.5
COc1ccc(/C(C)=N/NC(=O)Cc2ccc(Cl)cc2)cc1,-4.4,1.6,-2.7,-5.2,-2.2,-4.5,-1.1,-1.6,4.2
O=C(O)c1cccc(N2C(=O)c3ccc(C(=O)c4cccc([N+](=O)[O-])c4)cc3C2=O)c1,1.5,45.0*,0.9,-10.8,1.1,-8.2,4.0,-11.0,6.1
Cc1nnc2n(-c3ccccc3)c(=O)c3c4c(sc3n12)COC(C)(C)C4,0.7,5.8,-1.5,6.5,1.9,12.1,2.0,6.1,5.0
Cc1ccc(OCc2cc(C(=O)N(C)Cc3cc(C4CC4)n[nH]3)no2)cc1C,1.1,7.3,6.8,4.1,9.1,-2.3,2.0,-2.2,6.6
O=C(CSc1nc2c(c(=O)n1-c1ccc(Br)cc1)SCC2)NCc1ccco1,6.0,-8.0,5.3,3.6,3.1,4.6,-3.6,-5.5,4.4
Brc1ccccc1-c1nc2c3ccccc3ncn2n1,8.4,-1.2,-0.2,9.8,4.5,-19.6,-1.5,·,9.1
Cc1ccc(CNC(=O)CCc2c(C)nn(-c3ccc(N4CCOCC4)nn3)c2C)cc1,-15.5,-0.6,-4.7,14.8,0.6,-2.9,6.2,-7.8,3.1
CN(CC(=O)Nc1ccc(F)cc1)CC(=O)N(C)C1(C#N)CCCCC1,2.9,2.1,5.8,6.7,-5.1,-3.9,-1.3,·,1.2
Cc1ccc(C)c(NC(=O)N2CCCCCC2)c1,-4.3,1.6,-4.1,17.3,3.7,-20.8,2.0,0.0,-3.6
O=S(=O)(c1ccc(Cl)cc1)N1CCN(Cc2c[nH]c3ccccc23)CC1,14.4,14.7,2.6,6.7,18.9,-11.2,4.2,-2.5,0.6
O=C1NC[C@H](CC2CCCCC2)N(CC2CCCCC2)C1=O,2.6,0.0,1.7,12.2,10.1,-5.2,-0.1,2.9,4.2
CCN(CC)C(=O)N1CCC(NC(=O)c2ccc(C(C)(C)C)cc2)CC1,-0.6,-2.7,-9.3,9.0,4.9,-7.2,-2.1,-9.1,9.5
Cn1ccnc1C(=O)c1cccc(Br)c1,-1.0,-2.6,-0.3,-1.3,1.0,3.5,-0.6,5.2,1.6
CCCOC1(NC(=O)c2ccccc2)C(C)=CC(=O)C=C1C,-7.8,4.6,5.6,-0.5,-0.5,12.0,3.5,3.3,8.6
COc1cccc(-c2nn(C)c3sc(C(=O)NCc4ccccn4)cc23)c1,10.7,-2.8,-7.3,-3.2,3.8,0.4,-10.7,8.6,7.7
O=C(Nc1nc2n(n1)C(c1ccccc1)C=C(c1ccccc1)N2)c1ccco1 (centres undefined),8.1,9.2,10.2,1.4,1.1,-14.0,-0.4,1.6,0.6
